Apoferritin bind = binds horse apoferritin like a general anesthetic; P02791; apoferritin/1-aminoanthracene competitive binding, fluorescence; Potency, µM (top dose mostly 77.5 µM), for inactives: at the top dose activity change, negative = displacement, most hits filed as inhibitors; 0.074% of 350,000 active; AID 485281; also: potency is read from the fitted curve at half-maximal effect; % is scaled to controls: 0 for no effect and ±100 for the full control effect; nearly all actives have a fitted effect of over 20% in size
Target sequence (P02791 2-175 limits assumed): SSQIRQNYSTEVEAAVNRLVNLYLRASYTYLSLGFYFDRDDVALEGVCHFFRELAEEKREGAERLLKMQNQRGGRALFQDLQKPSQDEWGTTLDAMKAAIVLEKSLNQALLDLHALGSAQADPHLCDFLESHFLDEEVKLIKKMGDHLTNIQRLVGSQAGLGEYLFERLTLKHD
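Apoferritin-based anesthetic binding model; compound displacement of fluorescent 1-AMA measured as endpoint fluorescence after 10 minutes at room temperature, scaled to free-ligand and complex controls.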
LDHA inh = inhibitors of human lactate dehydrogenase A; P00338; purified LDHA, NADH/diaphorase-resazurin fluorescence; active compounds read low; activity change, % (values are at about 110 or 230 µM); 0.15% of 480,000 active; AID 1347041; in the data active = activity change below about -30%; inconclusive = mostly about -25% to -30%;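 also: plate controls were DMSO wells for no effect and wells without enzyme for full effect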
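LDH5 2 nM; NADH 0.06 mM, pyruvate 0.2 mM; 200 mM Tris pH 7.4, EDTA, Tween-20; 5 min RT. Detection: diaphorase 0.133 mg/mL + resazurin 37 µM, fluorescence ex540/em590 at 0 and 20 min; normalized to enzyme-free and DMSO wells.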
POLI inh = blocks human DNA polymerase iota activity; Q9UNA4; Pol iota fluorescent replication assay, 10 min; Potency, µM (titrated, usually from 115 µM), for inactives: at the highest dose activity, negative = inhibition, hits mostly inhibitors; 1% of 390,000 active; AID 588590; also: potency is read from the fitted curve at half-maximal effect
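Pol iota at 10 nM preincubated 15 min with compounds at room temperature; reaction started with fluorescent substrate, 50 nM final. Fluorescence read kinetically at 0 and 10 min; buffer-only wells as negative control.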
Pol eta inh = DNA polymerase eta (human) inhibition; 1.2% of 390,000 active; recombinant Pol eta, fluorescent DNA replication assay; Q9Y253; Potency, µM (series often up to 114 µM), without a hit: at the top dose activity change, negative = inhibition, hits mostly inhibitors; also: potency is read from the fitted curve at half-maximal effect; % is scaled to controls: 0 for no effect and ±100 for the full control effect
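Pol eta (10 nM) was preincubated with compounds for 15 min at room temperature, after which fluorescent replication substrate (50 nM final) was added to start the reaction. Fluorescence was read kinetically at 0 and 10 min.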
APEX1 inh = APE1 (human) endonuclease inhibition; P27695; recombinant APE1, TAMRA/BHQ-2 abasic DNA cleavage fluorescence; Potency, µM (titrated, usually from 65.8 µM), for inactives: at the highest dose activity change, negative = inhibition, actives largely listed as inhibitors; 0.35% of 350,000 active; AID 2517;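 also: potency is read from the fitted curve at half-maximal effect; plate controls were vehicle for no effect and reference inhibitor for full effect; nearly all actives have a fitted effect of over 55% in size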
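0.75 nM APE1 + cpd, 15 min RT; start w/ 50 nM TAMRA/BHQ-2 THF-abasic dsDNA; kinetic fluor 525/598 nm ×3 reads @60 s; Δ(read3−read1); normalized to DMSO and NSC13755 control wells.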
Pol kappa inh = DNA polymerase kappa (human) inhibition; Q9UBT6; purified Pol kappa, fluorescent DNA synthesis assay, 10 min; Potency, µM (titrated, usually from 107 µM), inactives show top-dose activity, negative = inhibition, usual class: inhibitors; 0.53% of 400,000 active; also: potency is read from the fitted curve at half-maximal effect; % is scaled to controls: 0 for no effect and ±100 for the full control effect
Target sequence (Q9UBT6 whole entry, looked up): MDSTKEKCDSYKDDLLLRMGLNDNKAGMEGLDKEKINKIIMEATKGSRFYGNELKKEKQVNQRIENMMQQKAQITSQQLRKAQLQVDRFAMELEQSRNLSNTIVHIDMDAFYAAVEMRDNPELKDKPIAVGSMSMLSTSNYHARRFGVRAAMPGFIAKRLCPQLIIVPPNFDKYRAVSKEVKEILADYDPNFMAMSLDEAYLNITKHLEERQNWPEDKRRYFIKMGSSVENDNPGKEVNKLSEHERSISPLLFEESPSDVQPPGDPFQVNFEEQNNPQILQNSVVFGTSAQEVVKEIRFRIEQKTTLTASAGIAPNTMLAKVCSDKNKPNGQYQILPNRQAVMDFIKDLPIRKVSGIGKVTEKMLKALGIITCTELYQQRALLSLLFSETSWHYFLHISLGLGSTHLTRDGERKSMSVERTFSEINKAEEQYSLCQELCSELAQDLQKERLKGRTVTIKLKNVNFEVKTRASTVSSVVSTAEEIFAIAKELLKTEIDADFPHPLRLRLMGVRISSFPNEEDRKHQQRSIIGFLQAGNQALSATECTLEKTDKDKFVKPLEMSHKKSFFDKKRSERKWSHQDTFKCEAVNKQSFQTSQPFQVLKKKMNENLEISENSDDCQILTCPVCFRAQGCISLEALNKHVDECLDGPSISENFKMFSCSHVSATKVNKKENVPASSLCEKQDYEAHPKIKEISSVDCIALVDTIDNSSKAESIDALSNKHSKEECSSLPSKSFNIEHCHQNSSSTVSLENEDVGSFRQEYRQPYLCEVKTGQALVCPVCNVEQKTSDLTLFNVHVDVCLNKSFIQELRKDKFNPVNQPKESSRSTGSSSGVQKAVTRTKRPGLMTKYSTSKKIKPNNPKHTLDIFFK
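Readout: fluorescence, taken kinetically at 0 and 10 min. Conditions: 10 nM Pol kappa, 15 min RT compound preincubation, 50 nM substrate final. Controls: enzyme-free buffer wells.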
BLM helicase inh = Bloom syndrome helicase (human) inhibition. recombinant BLM DNA unwinding, fluorescence dequenching. Potency, µM (doses to about 56.1 µM), for the others: top-dose activity change, negative = inhibition, usual class: inhibitors. 0.2% of 350,000 active;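 also: potency is read from the fitted curve at half-maximal effect; plate controls were vehicle for no effect and no enzyme for full effect; nearly all actives have a fitted effect of over 35% in size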
Glioma ERSR ind = inducers of ER stress response in human glioma cells; Potency, µM, without a hit: top-dose activation, usual class: activators; AID 602332; U87-MG GRP78 promoter luciferase reporter, 16 h; 0.02% of 420,000 active; also: potency is read from the fitted curve at half-maximal effect; series mostly up to about 76 µM; % of control where 0% means no effect; nearly all actives have a fitted effect of over 35% in size
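ERSR induction read as luciferase luminescence (Bright-Glo, 10 min at room temperature) in stably transfected human U87-MG glioma cells exposed to compounds for 16 h, using GRP78 as sensor.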
Pol beta inh = inhibitors of human DNA polymerase beta. P06746. Pol beta primer extension/strand displacement, fluorescence kinetic. Potency, µM (titrated, usually from 114 µM), for inactives: at the highest dose activity change, negative = inhibition, hits mostly inhibitors. 1.3% of 340,000 active. AID 485314; also: potency is read from the fitted curve at half-maximal effect; % is scaled to controls: 0 for no effect and ±100 for the full control effect
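Enzyme-only controls used 10 nM Pol beta; buffer lacking enzyme served as negative control. Compound preincubated 15 min, then 50 nM substrate added; 0 and 10 min reads at room temperature.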
Active calls of the source: *; u = inconclusive; x = no result given; & = joins results of further samples; [ ] = remark or other dose. Unless noted, calls follow the shape of the dose curve; as a rule, active = well fitted curve in the direction sought with a large enough effect; inconclusive = small, poorly fitted or top-dose-only effect, or another doubt; inactive = no such curve, though single readings can be large; an effect the other way counts as inactive or inconclusive. The list is partial; count on the stated rates, not on these rows.

SMILES | Apoferritin bind | LDHA inh | POLI inh | Pol eta inh | APEX1 inh | Pol kappa inh | BLM helicase inh | Glioma ERSR ind | Pol beta inh
O=C1c2ccccc2NC(c2cccc([N+](=O)[O-])c2)N1O (configuration not stated) | -1% | 2 | -2% | -13% | -1% | -5% | -1% | -3% | 5%
CN(C(=O)c1cccc(NC(=O)Cc2cccc(NC(=O)C3CCCN(C(=O)C4CCC4)C3)c2)c1)C1CC1 (configuration not stated) | x | -1 | 34% | -6% | x | 0% | x | 0% | x
O=C(NCc1ccccc1)C1CCN(c2ncnc3c2nc2n3CCCCC2)CC1 | -11% | -5 | 14% | 11% | x | -8% | -1% | -3% | 4%
CCNS(=O)(=O)c1cc(-c2nnc(Nc3cccc(C(F)(F)F)c3)c3ccccc23)ccc1C | -5% | 0 | 7% | -18% | x | -6% | -9% | -2% | -1%
Cc1ccc(C(=O)NCC(C)(C)O)cc1 | 12% | -12 | 19% | -16% | 4% | -19% | 3% | -3% | 8%
CCOc1cccc(OCCNC2CCCC2)c1 | -9% | -12 | -29% | -2% | 10% | -6% | 2% | -4% | -1%
COc1cccc(N2CC(O)=C(c3nc4ccccc4c(=O)[nH]3)C2=N)c1 | -15% | -4 | -9% | 2% | -3% | -13% | -8% | -4% | 23%
Cc1noc(C)c1C(=O)OCC(=O)NC1CCCCC1C (configuration not stated) | x | 0 | -9% | -13% | 13% | -11% | x | 1% | x
Cc1ccccc1C(=O)N1CCC(C(=O)Nc2ccc(F)cc2)CC1 | -1% | 3 | -6% | -9% | -8% | 10% | -1% | -3% | -14%
O=C(COC(=O)/C=C/c1cccc(Cl)c1)NCCc1ccc(Cl)cc1Cl | 5% | -10 | 80%[activator] | -13% | 15% | -8% | 1% | 5% | 6%
O=C(Nc1ccc(S(=O)(=O)Nc2nccs2)cc1)c1ccc(N2C(=O)c3ccccc3C2=O)cc1 | -4% | -13 | 71µM* | u | 2% | u | -8% | -6% | 22µM*
CCOc1ncccc1C(=O)N1CCN(S(=O)(=O)c2cccs2)CC1 | x | -2 | 24% | -14% | -7% | -2% | x | -5% | x
COc1ccc(C2C3=C(CCCC3=O)NC3=C2C(=O)c2ccccc23)cc1 (configuration not stated) | -12% | -3 | 10% | u | 13% | -4% | -10% | -2% | 0%
CC(C)CC(=O)N=C1SC2CS(=O)(=O)CC2N1CCc1ccccc1 (configuration not stated) | -10% | -6 | 17% | -5% | u | -2% | -3% | -3% | 16%
O=C(CCNc1n[nH]c(=O)[nH]c1=O)N/N=C\c1cccc(OCc2ccccc2)c1 | -17% | -3 | 17% | -13% | -2% | 2% | -1% | 3% | u
CC(=O)Oc1ccc2nc(/C=C/c3ccc(C=O)cc3)oc(=O)c2c1 | -4% | 0 | 18% | u | -4% | -13% | -3% | -1% | -16%
COc1cccc(C(=O)NCCN2CCOCC2)c1 | -5% | -7 | -17% | -13% | 2% | -2% | 1% | 0% | 29%
Cc1cc(Oc2cc(N)cc([N+](=O)[O-])c2)ccc1Cl | -20% | -3 | 4% | -12% | 2% | -2% | 1% | -2% | 50%
Cc1cc(C)cc(NC(=O)CN(Cc2ccccc2)S(C)(=O)=O)c1 | 6% | -5 | u | -2% | 5% | -10% | -4% | -2% | 15%
Fc1ccc(-c2csc(-c3ccccn3)n2)cc1F | -9% | -13 | -14% | -13% | 6% | -7% | 7% | 3% | 2%
CCOC(=O)Cc1csc(NC(=O)NC2(C(F)(F)F)Oc3cc(Cl)c(Cl)cc3O2)n1 | u | 19 | -10% | -20% | 12% | 20µM* | 4% | 0% | -7%
COCCSc1ncnc2c1oc1nc3c(cc12)COC(C)(C)C3 | -7% | 0 | 21% | 6% | 2% | 1% | 2% | 3% | -17%
CC1=C(C(=O)N(C)C)C(c2ccc(N3CCOCC3)cc2)NC(=O)N1 (configuration not stated) | 2% | 0 | 1% | -1% | -5% | -8% | -6% | -6% | -12%
COC(=O)C1C(c2ccc(Cl)cc2)NC(c2ccc(Cl)cc2)C(C(=O)OC)S1(=O)=O (configuration not stated) | u | -7 | -10% | 6% | -3% | -6% | -8% | -4% | 2%
N#Cc1ccc(C(=O)Nc2ccc3c(c2)N(C2CCCC2)C(=O)c2ccccc2S3)cc1 | -9% | 5 | 19% | -15% | x | 2%[60.1 µM] | -9% | -4% | 7%
SMILES | Apoferritin bind | LDHA inh | POLI inh | Pol eta inh | APEX1 inh | Pol kappa inh | BLM helicase inh | Glioma ERSR ind | Pol beta inh
O=[N+]([O-])c1cccc(-c2cc(-c3cc(Br)ccc3O)[nH]n2)c1 | 4% | -13 | 7% | 0% | 7% | -20% | -9% | -9% | -1%
CC(C)C[C@H](NC(=O)c1nc[nH]c1C(=O)NCC(=O)OCc1ccccc1)C(=O)OC(C)(C)C | u | 2 | 18% | u | -9% | -10% | -20% | -2% | u
Cc1cccc(-c2nnc(SCC(=O)NCc3ccc4c(c3)OCO4)n2C)c1 | -24% | -1 | 9% | -5% | -5% | 1% | 5% | -7% | -7%
CCCCc1nc2ccccc2c(NC(=O)CNC(C)(C)C)c1CCC | -16% | u | 6% | -13% | 5% | -1% | -3% | -3% | 5%
Cc1cccc(Nc2nnc(SC/C(O)=C(\C#N)c3nc4ccccc4[nH]3)s2)c1 | u | -1 | -5% | u | -1% | -18% | -24% | 8% | u
CCOc1cccc2cc(C(=O)NCc3ccc(OC)cc3)c(=N)oc12 | -3% | -2 | 0% | -17% | 32% | -7% | -6% | 2% | -1%
O=C(N/C(=C/c1cccs1)c1nc2ccccc2[nH]1)c1ccccc1 | -3% | 0 | -1% | -9% | -4% | -6% | -1% | -5% | 1%
C=CCn1c(C)c(C(C)=O)c(N2CCN(c3ccccc3)CC2)nc1=S | -12% | 0 | 6% | -12% | -5% | -1% | -7% | -2% | 32%
CC(=O)c1ccc(N2CCN(C(=O)CN(C)S(=O)(=O)c3cnc[nH]3)CC2)cc1 | -3% | -3 | 28% | -3% | u | -3% | 3% | 0% | -9%
COc1ccc(NC(=O)CC2C(=O)N(c3ccc(OC)cc3)C(=O)N2Cc2ccc(OC)c(OC)c2)cc1 (configuration not stated) | -5%&4% | -2&-1 | 34%&50%[activator] | -22%&-14% | 11% | -1%&1% | -3%&-4% | -6%&4% | 33%&29%
CCOC(=O)/C(C(=O)Nc1ccccc1Br)=C1/NC(C)(C)Cc2ccccc21 | -1% | -2 | 67%[activator] | -25% | 2% | -1% | -1% | 0% | 15%
NS(=O)(=O)c1ccc(CNC(=O)c2cnccn2)cc1 | 0% | -17 | 39%[activator] | 3% | 2% | 1% | 1% | -4% | 15%
COc1ccc(NC(=O)c2ccc3nc(CCc4ccccc4)oc3c2)c(OC)c1 | 36%[activator] | 2 | 16% | -16% | x | -7%[60.1 µM] | -5% | -2% | 0%
CN1C(C(=O)NCc2ccco2)CC2Cn3c(nc4cc5ccccc5cc43)C21 (configuration not stated) | -5% | -2 | 4% | -3% | 2% | -11% | 0% | -3% | 1%
CCc1ccc(NC(=O)C2CCN(c3ncnc4c3nc3n4CCCCC3)CC2)cc1 | 2% | -8 | -1% | 6% | -16% | -8% | -6% | -2% | 23%
COc1cc(C(=O)N(CCCO)Cc2cc3ccc(C)c(C)c3[nH]c2=O)cc(OC)c1OC | -10% | -9 | 4% | -4% | 1% | 12% | -1% | -1% | 6%
COc1cccc(CN2CCNC(=O)C2CC(=O)NC2CCOCC2)c1OC (configuration not stated) | -2% | 3 | 23% | -11% | 84% | -1% | 1% | -4% | 8%
Cc1ccc(C(=O)CCC(=O)NCc2ccccc2)cc1 | 6% | -8 | u | -6% | 24% | -3% | -1% | -1% | 2%
COCCn1c(-c2cccs2)nc2nc3ccccc3nc21 | 260%[activator] | 1 | -13% | -6% | 7% | 11% | 0% | 2% | 34%
O=c1[nH]c2ccc(F)cc2[nH]c1=O | -1% | 1 | 80%[activator] | -4% | -3% | -12% | -6% | 1% | -30%
O=C(Oc1cccc(NC2=NS(=O)(=O)c3ccccc32)c1)c1cccnc1 | -10% | 0 | 14% | -13% | 0% | 4% | 1% | -2% | 24%
CCOc1ccccc1NC(=O)C1Cc2ccccc2CN1S(C)(=O)=O (configuration not stated) | -11% | 0 | 8% | -6% | -2% | -11% | -2% | -3% | 33%
COC(=O)c1ccc(C(=O)O)nc1 | -10% | 12 | u | -7% | 1% | -13% | -1% | -6% | -2%
CCOC(=O)N1CCC(NC(=O)c2cc3c(C)nc4ccccc4c3o2)CC1 | -5% | -5 | 28% | -6% | -9% | 9% | -8% | -4% | 19%
Cc1ccc(S(=O)(=O)N(C)C[C@@H]2Oc3ccc(NS(=O)(=O)c4ccccc4)cc3CC(=O)N([C@@H](C)CO)C[C@H]2C)cc1 | x | -7 | 43%[activator] | -19% | x | -19% | x | -1% | x
CN(CCN1CCOCC1)Cc1nc(-c2ccc3c(c2)OCO3)no1 | -6% | -5 | 36%[activator] | -12% | 5% | 9% | -1% | -2% | 3%
COc1ccc(C2C(C(=O)Nc3ccccc3)=C(C)Nc3nc(SCC(=O)c4ccc(C)cc4)nn32)cc1 (configuration not stated) | 0% | -6 | 0% | 1% | x | -2%[60.1 µM] | -1% | 0% | 35%
CN(CC(=O)NCCCN1CCOCC1)S(=O)(=O)c1ccc(Cl)cc1 | x | -3 | 12% | -10% | 13% | -9% | x | -4% | x
Cc1ccc(C(=O)NCC(=O)NC2CCCC2)cc1 | -2% | -4 | 108%[activator] | -17% | -3% | -3% | -6% | 4% | 14%

Full records, looked up by structure:
CN(CC(=O)NCCCN1CCOCC1)S(=O)(=O)c1ccc(Cl)cc1 as listed: Apoferritin bind: x; LDHA inh: -3; POLI inh: 12%; Pol eta inh: -10%; APEX1 inh: 13%; Pol kappa inh: -9%; BLM helicase inh: x; Glioma ERSR ind: -4%; Pol beta inh: x
Cc1cccc(Nc2nnc(SC/C(O)=C(\C#N)c3nc4ccccc4[nH]3)s2)c1 as listed: Apoferritin bind: u; LDHA inh: -1; POLI inh: -5%; Pol eta inh: u; APEX1 inh: -1%; Pol kappa inh: -18%; BLM helicase inh: -24%; Glioma ERSR ind: 8%; Pol beta inh: u

Compound activity as filed in PubChem BioAssay.
